# Screening results deposited in PubChem BioAssay by National Center for Advancing Translational Sciences (NCATS).
# KCNH2 3.1 block – blocks the human KCNH2 3.1 channel isoform | AID 720553 | activity change, % (tested at about 1.8 µM) | U2OS KCNH2 3.1, thallium flux FluxOr; active compounds read low | hit rate 0.95% among 340,000;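 active = maximum activity change below -70%; inconclusive = maximum activity change from -70% to -50%; inactive = maximum activity change above -50%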;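 note: thallium influx rate constant from kinetic fluorescence after stimulation buffer; % is set by controls: 0 for no effect and ±100 for the full control effect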
#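 Measured as rate of thallium-driven FluxOr signal in transduced U2OS cells carrying the 3.1 channel, read kinetically for 2 min upon stimulation; values are rate constants scaled to DMSO control wells.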
# NPC1 promoter act – NPC1 promoter activation; Huh7 NPC1 promoter luciferase reporter, 24 h; Potency, µM (highest dose often 9.22 µM), without a hit: at the top dose activation, actives largely listed as activators; hit rate 2.4% among 320,000; AID 485313;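 note: potency is the fitted concentration of half-maximal effect; % of control where 0% means no effect; nearly all actives have a fitted effect of over 60% in size; reporter is driven by a mutant NPC1 promoter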
#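 Quantitative HTS used a cell-based reporter: Huh7 cells stably bearing the NPC1 promoter upstream of luciferase were treated with compounds for 24 h, and promoter activation was read as luminescence.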
# PKM2 activator – activators of human pyruvate kinase M2; purified PKM2, Kinase-Glo ATP luminescence, activation; response scale: 0% is enzyme alone, no compound; Potency, µM (doses to about 57.5 µM), without a hit: at the highest dose activation, actives largely listed as activators; hit rate 0.34% among 260,000; note: potency is the fitted concentration of half-maximal effect; % is set by controls: 0 for no effect and ±100 for the full control effect; nearly all actives have a fitted effect of over 55% in size
# Target sequence (P14618 whole entry, looked up): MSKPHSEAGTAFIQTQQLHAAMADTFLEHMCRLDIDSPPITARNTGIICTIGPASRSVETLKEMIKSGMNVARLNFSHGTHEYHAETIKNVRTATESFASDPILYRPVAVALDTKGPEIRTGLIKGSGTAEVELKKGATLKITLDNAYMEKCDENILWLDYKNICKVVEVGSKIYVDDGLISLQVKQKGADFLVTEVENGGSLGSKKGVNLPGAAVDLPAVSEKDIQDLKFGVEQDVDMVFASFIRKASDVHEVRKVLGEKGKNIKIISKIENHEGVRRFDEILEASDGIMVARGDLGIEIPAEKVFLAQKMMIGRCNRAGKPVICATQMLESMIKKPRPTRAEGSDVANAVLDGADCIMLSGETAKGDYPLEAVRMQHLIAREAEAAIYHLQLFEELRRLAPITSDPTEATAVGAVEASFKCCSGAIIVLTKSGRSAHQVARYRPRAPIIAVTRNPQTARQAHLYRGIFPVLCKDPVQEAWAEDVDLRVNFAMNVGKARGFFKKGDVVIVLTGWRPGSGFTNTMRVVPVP
#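 ATP formation by purified human PK-M2, quantified via coupled luciferase luminescence after 1 h at room temperature with 0.1 mM ADP and 0.5 mM PEP final.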
# Gal4-VP16 FLuc – inhibits Gal4-VP16 luciferase reporter, ROR gamma counter-screen; hit rate 3.5% among 310,000; Drosophila S2 Gal4-VP16 UAS-luciferase, luminescence, 20 h; Potency, µM (top dose mostly 53.6 µM), for inactives: at the top dose activity, negative = inhibition, actives largely listed as inhibitors;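 note: Gal4-VP16 expression switched on by copper sulfate through the metallothionein promoter; potency is the fitted concentration of half-maximal effect; % is set by controls: 0 for no effect and ±100 for the full control effect; nearly all actives have a fitted effect of over 50% in size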
# MBNL1 CUG block – inhibitors of human MBNL1 binding to CUG repeat RNA; hit rate 0.036% among 280,000; TR-FRET MBNL1-His/biotin-(CUG)12 binding, 665/545 ratio; AID 2675; Potency, µM (doses to about 57.5 µM), without a hit: at the top dose activity change, negative = inhibition, most hits filed as inhibitors; active = well fitted inhibition curve with a large enough effect in the signal ratio, with a control signal flat, not every such curve was filed as active; inconclusive = small, poorly fitted or top-dose-only effect, or effect the other way, or a change in a side signal; inactive = no such curve, though single readings can be large or run the other way; the % refers to the signal ratio; note: potency is the fitted concentration of half-maximal effect; % is set by controls: 0 for no effect and ±100 for the full control effect
#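 TR-FRET between His-tagged MBNL1 and biotin-(CUG)12 RNA, detected with Tb anti-His antibody (0.055 ng/ul) and streptavidin-XL665 (5 nM), 60 min at room temperature. Compounds titrated 92 nM to 58 uM; 665/545 nm ratio normalized to buffer and complex controls.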
# Mito fusion yeast – blocks mitochondrial division or promotes mitochondrial fusion; S. cerevisiae fusion-defective mutant growth rescue, CellTiterGlo 48 h; Potency, µM (series often up to 46.1 µM), inactives show at the highest dose growth rescue (activation), most hits filed as activators; hit rate 0.23% among 320,000;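 note: potency is the fitted concentration of half-maximal effect; % of control where 0% means no effect; nearly all actives have a fitted effect of over 45% in size; temperature-sensitive fusion mutants such as fzo1-1 at 37 °C on non-fermentable ethanol glycerol medium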
#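 Luminescent cell viability in 1536-well qHTS format served as the measure of rescued growth in ts fusion-mutant S. cerevisiae cultured on non-fermentable YPEG for 48 hours at 37C.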
# FLuc modulator – firefly luciferase modulation, counter-screen for miR-21 project. P08659. purified FLuc, Km substrates, luminescence inhibition. Potency, µM (highest dose often 57.5 µM), for the others: at the highest dose activity change, negative = inhibition, hits mostly inhibitors. hit rate 6.9% among 360,000;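 note: potency is the fitted concentration of half-maximal effect; plate controls were vehicle for no effect and reference inhibitor for full effect; nearly all actives have a fitted effect of over 55% in size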
#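 Biochemical qHTS of compounds, final roughly 60 µM downward over six points, against 10 nM purified firefly luciferase using Km concentrations of substrates (10 uM D-luciferin, 10 uM ATP) in Tris acetate pH 7.5 buffer; luminescence output.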
# ELG1 DNA repair – ELG1-dependent DNA repair inhibition; HEK293T ELG1-luciferase reporter, luminescence, 16 h; DNA damage induced by 5-fluorouridine; Potency, µM (top dose mostly 46.1 µM), without a hit: top-dose activity change, negative = inhibition, hits mostly inhibitors; hit rate 2.3% among 330,000; note: potency is the fitted concentration of half-maximal effect; % is set by controls: 0 for no effect and ±100 for the full control effect; nearly all actives have a fitted effect of over 55% in size
#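 Cells (2,000 per well) received 5-fluorouridine plus test compound or DMSO and were incubated 16 hr at 37 °C, 5% CO2. Luciferase activity was read by luminescence 30 min after ONE-Glo addition; signal suppression marked inhibition of damage-induced ELG1 function.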
# Rab9 promoter act – activates the Rab9 promoter. Huh7 Rab9 promoter-luciferase reporter, luminescence, 24 h. Potency, µM (top dose mostly 9.22 µM), without a hit: at the top dose activation, negative = inhibition, usual class: activators. hit rate 2.8% among 320,000. AID 485297; note: potency is the fitted concentration of half-maximal effect; % of control where 0% means no effect; nearly all actives have a fitted effect of over 60% in size
#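 Stable Rab9-luc Huh7, 1500 cells/well, 2 h settle; cmpd in DMSO, 24 h, 37 °C/5% CO2; luciferase reagent 10 min RT; luminescence.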
# RORg inh – blocks mouse ROR gamma transcriptional activity; P51450; Drosophila S2 Gal4-RORgamma UAS-luciferase reporter, 20 h; Potency, µM (highest dose often 53.6 µM), for the others: top-dose activity change, negative = inhibition, hits mostly inhibitors; hit rate 5.4% among 310,000; AID 2551; note: potency is the fitted concentration of half-maximal effect; % is set by controls: 0 for no effect and ±100 for the full control effect; nearly all actives have a fitted effect of over 60% in size
# Target sequence (P51450 whole entry, looked up, the tested form may be a part): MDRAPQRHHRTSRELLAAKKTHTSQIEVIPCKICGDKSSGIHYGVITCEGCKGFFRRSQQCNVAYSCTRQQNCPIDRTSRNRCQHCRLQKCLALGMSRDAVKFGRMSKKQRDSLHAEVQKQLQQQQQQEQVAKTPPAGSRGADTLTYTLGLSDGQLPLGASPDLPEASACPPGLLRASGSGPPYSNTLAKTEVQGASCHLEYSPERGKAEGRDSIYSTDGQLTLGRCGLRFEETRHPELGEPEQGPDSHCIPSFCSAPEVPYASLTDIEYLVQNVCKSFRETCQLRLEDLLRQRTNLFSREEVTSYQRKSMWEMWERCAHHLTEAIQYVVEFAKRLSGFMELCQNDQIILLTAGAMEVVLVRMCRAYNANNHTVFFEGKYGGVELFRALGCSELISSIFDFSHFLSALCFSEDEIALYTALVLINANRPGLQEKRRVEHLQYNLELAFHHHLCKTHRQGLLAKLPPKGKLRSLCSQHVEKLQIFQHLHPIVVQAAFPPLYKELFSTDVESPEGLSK
#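 Using a luciferase readout, inhibitors were identified by reduced reporter activity in Drosophila cells coexpressing a copper-inducible Gal4–ROR gamma fusion and UAS-driven Photinus luciferase, incubated 20 hr after 700 uM copper sulfate.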
# Menin MLL FP TR – inhibitors of human menin-MLL interaction, mutant MLL peptide; hit rate 0.23% among 270,000; Potency, µM (series often up to 61.6 µM), for the others: at the top dose FP activity change, negative = inhibition, hits mostly inhibitors; O00255; Menin + Texas Red MLL mutant peptide, fluorescence polarization; active = well fitted inhibition curve with a large enough effect in the polarisation, with a control signal flat, not every such curve was filed as active; inconclusive = small, poorly fitted or top-dose-only effect, or effect the other way, or a change in a side signal; inactive = no such curve, though single readings can be large or run the other way; the % refers to the polarisation; note: potency is the fitted concentration of half-maximal effect; % of control where 0% means no effect; many of its hits are not listed in these tables
# The depositor's hits bear a star; ? = inconclusive; . = no result given; [ ] = dose if it differs, or a comment. Unless noted, calls come from the whole dose curve; as a rule, active = well fitted curve in the direction sought with a large enough effect; inconclusive = small, poorly fitted or top-dose-only effect, or another doubt; inactive = no such curve, though single readings can be large; an effect the other way counts as inactive or inconclusive. A portion of the library, so the mix of outcomes need not match the whole.
SMILES,KCNH2 3.1 block,NPC1 promoter act,PKM2 activator,Gal4-VP16 FLuc,MBNL1 CUG block,Mito fusion yeast,FLuc modulator,ELG1 DNA repair,Rab9 promoter act,RORg inh,Menin MLL FP TR
COc1ccc(N(CC(=O)NCCc2ccccc2)C(=O)CCC(=O)Nc2nccs2)cc1,-17,5%,-8%,4%,-10%,12%,0%,10%,-4%,-30%,-4%
COC(=O)c1nc(N)sc1-c1ccc(OC)cc1,-2,-5%,?,8%,19%,5%,3%,?,1%,-31%,2%
Cc1cccc(N2CCN(C(=O)c3cnn4c(C(F)F)cc(-c5ccccc5)nc34)CC2)c1C,-4,-5%,-16%,-1%,-1%,4%,0%,?,-7%,-2%,-6%
Cc1nn(CCc2n[nH]c(=S)n2C)c(C)c1Br,8,-1%,0%,11%,-2%,-1%,0%,3%,-1%,-26%,1%
Cc1ccc(OCC(=O)Nc2ccc(S(=O)(=O)Nc3ccccn3)cc2)c(C)c1,-17,4%,-3%,2%,11%,0%,-12%,10%,-6%,9%,-1%
N=c1c(C(=O)NC2CCCCC2)cc2c(=O)n3ccccc3nc2n1CC1CCCO1 (stereo not given),-7,-2%,.,4%,?,8%,6%,-7%,6%,14%,.
O=C(Nc1nc2ccccc2[nH]1)c1cccc(Cl)c1,-18,1µM*,-1%[11.5 µM],4.5µM*,-3%,-4%,2.1µM*,?,0.71µM*,4µM*,38%[activator]
CCN(CC)S(=O)(=O)c1cccc(-c2n[nH]c(=S)n2Cc2ccccc2)c1,0,-6%,-10%,-2%,5%,19%,?,-12%,-3%,?,-4%
COc1ccc2cc(C(=O)NCc3ccccc3CN3CCCC3)ccc2c1,-49,-7%,.,.,.,-5%,-1%,?,-3%,.,.
O=C(CN1CCCC1c1ccc2c(c1)OCCO2)NC(=O)Nc1ccccc1 (stereo not given),6,1%,.,.,.,9%,.,11%,0%,.,.
OCC[C@@H]1C[C@H](O)[C@@H](O)[C@]2(OCc3ccccc32)O1,18,-7%,-2%,6%,-9%,-1%,12%,0%,0%,0%,7%
Cc1cc(NC(=O)CSCC(=O)Nc2ccccc2N2CCCCC2)no1,4,2%,.,.,.,11%,-2%,8%,1%,.,.

# An excerpt from above in order of molar mass, falling.
SMILES,KCNH2 3.1 block,NPC1 promoter act,PKM2 activator,Gal4-VP16 FLuc,MBNL1 CUG block,Mito fusion yeast,FLuc modulator,ELG1 DNA repair,Rab9 promoter act,RORg inh,Menin MLL FP TR
Cc1ccc(OCC(=O)Nc2ccc(S(=O)(=O)Nc3ccccn3)cc2)c(C)c1,-17,4%,-3%,2%,11%,0%,-12%,10%,-6%,9%,-1%
Cc1cc(NC(=O)CSCC(=O)Nc2ccccc2N2CCCCC2)no1,4,2%,.,.,.,11%,-2%,8%,1%,.,.
O=C(Nc1nc2ccccc2[nH]1)c1cccc(Cl)c1,-18,1µM*,-1%[11.5 µM],4.5µM*,-3%,-4%,2.1µM*,?,0.71µM*,4µM*,38%[activator]

# Next entries follow.
SMILES,KCNH2 3.1 block,NPC1 promoter act,PKM2 activator,Gal4-VP16 FLuc,MBNL1 CUG block,Mito fusion yeast,FLuc modulator,ELG1 DNA repair,Rab9 promoter act,RORg inh,Menin MLL FP TR
Cc1cccc2sc(NC(=O)c3ccc(Cl)s3)nc12,-14,2%,3%,-21%,3%,0%,?,?,21%,-17%,?
O=C(CSc1ccc([N+](=O)[O-])cn1)Nc1ccc(N2CCOCC2)cc1,-9,-2%,11%,-5%,?,-2%,?,-15%,0%,-3%,27%
O=C(COC(=O)c1ccc(O)cc1)Nc1cccc(S(=O)(=O)NC2=NCCCCC2)c1,-14,2%,0%,-2%,-4%,1%,-11%,17%,-5%,3%,.
O=C(COc1ccc(Cl)cc1)NCCN1CCCCC1,-2,-1%,-7%,2%,-11%,4%,0%,11%,11%,-5%,1%
CC1CN(c2nc3c(c(=O)n(C)c(=O)n3C)n2Cc2c(F)cccc2Cl)CC(C)O1 (stereo not given),11,0%,0%,9%,-9%,-2%,2%,-4%,-2%,4%,-13%
O=C(Cn1c(Cc2ccccc2)nc2ccccc21)NCc1ccc2c(c1)OCO2,0,0%,-5%,15%,-4%,-1%,-17%,-1%,-3%,30%,0%
COC(=O)[C@@H](NC(=O)N1CCC(C)CC1)C(C)C,-5,0%,10%,6%,.,-11%,0%,29%,-5%,8%,.
Cc1ccc(-c2cc(C(=O)Nc3nccs3)c3ccccc3n2)c(C)c1,-27,-3%,-10%,6.3µM*,-17%,?,-6%,13µM*,-3%,4.5µM*,2%
CCCN1C2CCCC1CC(NC(=O)c1ccc(C(C)(C)C)cc1)C2 (stereo not given),-6,4%,3%,8%,-9%,-1%,-12%,16%,-2%,22%,-29%
COc1ccccc1-c1nc(NC(C)=O)n[nH]1,1,16%,-2%,3%,12%,3%,-5%,?,5%,-26%,4%
COc1cc(OC)cc(C(=O)Nc2ccc([N+](=O)[O-])cn2)c1,-4,5%,6%,2%,?,-3%,-2%,6%,-1%,7%,2%
CCn1c2ccccc2c2cc(NC(=O)Nc3ccc([N+](=O)[O-])cc3C)ccc21,.,-14%,-6%,-7%,8%,9%,-4%,?,6%,20%,.
Cc1nc(NCC2CCCO2)nc2c1C(=O)CC(C)(C)C2 (stereo not given),16,7%,-18%,-1%,?,-4%,-2%,0%,-1%,-15%,-12%
COc1ccc(C)cc1S(=O)(=O)Nc1ccc2c(c1)OCCO2,5,-4%,-7%,0%,-3%,-2%,4%,?,0%,24%,-1%
CCC1=NN(C(=O)Cc2ccc(OC)cc2)C(O)(C(F)(F)F)C1 (stereo not given),14,-3%,0%,?,5%,3%,-1%,-5%,0%,11µM*,-11%
Cc1ccc(SCC(=O)Nc2cccc(S(=O)(=O)N3CCOCC3)c2)cc1C,-2,4%,.,.,.,-6%,-9%,-12%,1%,.,.
O=C(c1ccccc1)c1cccc[n+]1[O-],5,-4%,-13%,0%,1%,1%,0%,4%,2%,-4%[1.91 µM],-14%
CS(=O)(=O)N(CC(=O)O)c1ccc(Oc2ccccc2)cc1,-25,0%,10%,-7%,7%,-5%,-3%,-3%,-4%,-1%,17%
Cc1ccc2[nH]c(=O)c(C3C(C#N)=C(N)Oc4c3ccc3cccnc43)cc2c1 (stereo not given),5,-7%,-2%,-1%,?,1%,-1%,?,-8%,-6%,-2%
O=C(/C=C1\C(=O)Nc2ccccc21)/C=C1\C(=O)Nc2ccccc21,-4,-6%,1.4µM*,10µM*,9%,-6%,?,11%,-1%,13µM*,.
CCN(CC(=O)Nc1ccc2c(c1)CCC2)Cc1nc2ccccc2c(=O)[nH]1,0,-1%,-9%,-3%[0.365 µM],?,-3%,-5%,?,-4%,5µM*,-6%
COc1ccc(NC(=O)CCn2c(=S)[nH]c3ccccc3c2=O)cc1OC,-31,17%,.,-16%,-1%,-2%,?,15%,9%,-14%,.
CC(C)C(NC(=O)c1c(F)cccc1F)C(=O)NCc1ccncc1 (stereo not given),1,0%,.,.,.,0%,-2%,-10%,-2%,.,.
CC(=O)Nc1ccc(OCC(O)Cn2c(C)nc3ccccc32)cc1 (stereo not given),2,14%,9%,7.9µM*,0%,0%,0%,13%,-5%,?,-1%
Cc1ccc(S(=O)(=O)N2CCCCC2)cc1NC(=O)COC(=O)c1ccc(=O)[nH]c1,-2,1%,.,.,.,-2%,1%,2%,-2%,.,.
O=C(Nc1ccccc1Cl)c1ccc(=O)[nH]n1,1,-3%,.,4%,6%,5%,-2%,20%,-1%[1.84 µM],0%,18%
Cc1ccc(CNC(=O)CNC(=S)N(Cc2ccccc2)Cc2ccccc2F)cc1,-8,0%,-27%,-7%,-1%,0%,1%,-14%,16%,-31%,1%
Cc1ccc(C(=O)NC2CCCCCC2)o1,11,10%,6%,12%,-9%,8%,-18%,?,3%,24%,-28%

# Two compounds from above, showing only RORg inh.
SMILES,RORg inh
O=C(Nc1ccccc1Cl)c1ccc(=O)[nH]n1,0%
Cc1ccc(C(=O)NC2CCCCCC2)o1,24%
